# Assay outcomes (PubChem)
# PKA inh – blocks human protein kinase A activity; inhibition, % at 6 µM; 65,000 compounds, 0.1% hits; PKA Kemptide phosphorylation, Kinase-Glo ATP luminescence; AID 524;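 active = inhibition above the screen-wide mean inhibition plus 3 SD, cut at about 21% in these data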; also: many of its hits are not listed in these tables
# JNK3 blocker – blocks human JNK3 kinase activity | inhibition, % at 8 µM | AID 746 | 60,000 compounds, 0.61% hits | purified JNK3 kinase activity, HTS; in the data active = inhibition above about 17%;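 also: 0% = DMSO and 100% = reference inhibitor; many of its hits are not listed in these tables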
# CatS inh – inhibitors of human cathepsin S; P25774; 62,000 compounds, 0.06% hits; inhibition, %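 (tested at 5 µM per compound within 10-compound mixtures)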; recombinant cathepsin S, AMC dipeptide fluorescence, pooled mixtures; in the data active = inhibition above about 32%, passing the limit was not always enough; inconclusive = no clear call, values can overlap the other calls;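 also: 0% = enzyme without compound and 100% = blank without enzyme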
# Target sequence (P25774 115-331 limits assumed): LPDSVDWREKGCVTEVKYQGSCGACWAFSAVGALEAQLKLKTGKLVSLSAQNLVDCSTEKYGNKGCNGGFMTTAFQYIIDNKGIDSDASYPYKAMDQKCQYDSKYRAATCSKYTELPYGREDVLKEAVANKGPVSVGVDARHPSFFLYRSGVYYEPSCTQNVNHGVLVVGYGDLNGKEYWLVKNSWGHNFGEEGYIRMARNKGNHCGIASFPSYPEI
# Ec RNAP inh – Escherichia coli RNA polymerase inhibition | AID 559 | inhibition, %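 (tested at 10 µM)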 | E. coli RNA polymerase, fluorescence transcription assay | 62,000 compounds, 0.2% hits | P0A8V2; in the data active = inhibition above about 20%;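 also: 0% = enzyme without compound and 100% = no enzyme blank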
# AP ELISA ortho – orthogonal test for alternative complement pathway inhibitors; Human serum alternative complement pathway, LPS-coated ELISA, C3 deposition; tested in compound mixtures; inhibition, % at 5 µM; 62,000 compounds, 0.08% hits; AID 1235;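 active = inhibition above 30% in each of the two pooled mixtures holding the compound, so the lower value exceeds 30%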;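 also: 0% = serum in Mg-EGTA without compound and 100% = EDTA serum blank; some compounds past the cut are filed as inactive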
#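 Medium: diluted human serum in Mg2+-EGTA GVB++. Assay system: human serum complement alternative pathway, C3 deposition onto LPS. Also added: Plate-bound LPS. Technique: Anti-C3 ELISA, OD 450 nm. Measure: percent inhibition. Incubation: 1 h at 37 °C. Dosing: 5 µM each compound, pools of ten, 50 µM per pool.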
# CatB mix inh – human cathepsin B inhibition by mixtures; P07858; Purified cathepsin B, AMC dipeptide fluorescence, compound mixtures; inhibition, %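 (ten-compound pools at 5 µM per compound and 50 µM total)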; 62,000 compounds, 0.06% hits; AID 488; in the data active = inhibition above about 22%, passing the limit was not always enough; inconclusive = no clear call, values can overlap the other calls;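 also: 0% = enzyme without compound and 100% = no enzyme blank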
# RORa activator – activates the human nuclear receptor RORA | P35398 | CHO-K1 Gal4-RORA LBD luciferase reporter, luminescence; percent increase over mock-subtracted basal signal | activation, % at 10 µM | 65,000 compounds, 1.5% hits | AID 560;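 active = activation above the mean of all tested compounds plus 3 SD, cut at about 49% in these data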;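 also: 0% = DMSO-treated RORA cells and 100% = added signal equal to DMSO minus mock-transfected cells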
# Target sequence (P35398 whole entry, looked up, the tested form may be a part): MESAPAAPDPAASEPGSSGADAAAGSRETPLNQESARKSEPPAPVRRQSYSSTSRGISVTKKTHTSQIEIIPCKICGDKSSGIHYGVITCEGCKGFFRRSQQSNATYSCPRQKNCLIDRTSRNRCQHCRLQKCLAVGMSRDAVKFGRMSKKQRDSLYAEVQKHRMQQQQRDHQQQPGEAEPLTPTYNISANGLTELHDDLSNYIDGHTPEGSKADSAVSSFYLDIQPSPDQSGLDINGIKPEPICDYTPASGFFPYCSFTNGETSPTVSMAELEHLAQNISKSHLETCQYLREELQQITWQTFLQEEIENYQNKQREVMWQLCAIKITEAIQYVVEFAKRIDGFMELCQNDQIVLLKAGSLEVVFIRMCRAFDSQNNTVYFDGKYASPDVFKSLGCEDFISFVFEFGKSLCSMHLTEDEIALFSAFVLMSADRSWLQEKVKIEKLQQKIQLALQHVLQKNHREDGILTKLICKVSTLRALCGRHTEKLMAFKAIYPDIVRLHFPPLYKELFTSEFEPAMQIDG
# ROCK2 blocker – ROCK2 (human) kinase inhibition; 60,000 compounds, 0.35% hits; AID 604; inhibition, % at 6 µM; O75116; purified ROCK2, Kinase-Glo ATP depletion luminescence;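 active = inhibition above the screen-wide mean inhibition plus 3 SD, cut at about 18% in these data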;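 also: plate controls were DMSO wells for no effect and Y-27632 control wells after no-enzyme background subtraction for full effect; many of its hits are not listed in these tables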
# CatB block – blocks human cathepsin B protease activity; purified cathepsin B, fluorogenic substrate, fluorescence; inhibition, %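 (tested at 10 µM)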; 63,000 compounds, 0.1% hits; in the data active = inhibition above about 21%;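 also: 0% = enzyme with no compound and 100% = no enzyme blank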
# * = called active by the depositor; ? = inconclusive; nt = no result given. Only part of the results is shown; rates above refer to the full screens.
canonical_smiles,PKA inh,JNK3 blocker,CatS inh,Ec RNAP inh,AP ELISA ortho,CatB mix inh,RORa activator,ROCK2 blocker,CatB block
COc1cccc(-c2cnc(NCc3cc(Cl)ccc3O)n2C)c1,2,8,4,7,7,6,-12,0,-2
Cc1ccc2cc(C(c3nnnn3CC3CCCO3)N3CCCC4(CCCCC4)C3)c(=O)[nH]c2c1 (stereo not given),-2,-4,8,12,8,-9,0,3,3
Nc1cc(N)nc(SCCOc2ccccc2)n1,-7,-1,-17,0,13,-7,14,1,-4
O=C(CSc1nnc(Cc2cccs2)n1-c1ccccc1)Nc1ccc2c(c1)OCCO2,9,0,-6,6,10,3,-18,7,-1
O=C(O)CN1C(=O)CC(Cc2ccc(Cl)cc2)C1=O (stereo not given),-1,3,1,5,20,4,-19,-2,4
O=C(c1ccc2nc(N3CCCCC3)sc2c1)N1CCN(c2ccccn2)CC1,1,-1,-5,5,12,3,19,3,3
COc1cc(C2N(c3cccc(Cl)c3)C(=O)C3CCCN32)cc(OC)c1OC (stereo not given),-2,0,-2,6,20,3,-4,-1,1
Cc1ccc(C)c(OCC(=O)Nc2ccc3c(c2)OCO3)c1C,0,-7,-3,nt,1,-1,16,5,1
O=C(NCc1ccccn1)C(C(=O)c1ccc(F)cc1)n1ccccc1=O (stereo not given),6,-8,-1,3,11,2,-5,10,1
CCn1cc(C(=O)OCC(=O)NCc2ccc3c(c2)OCO3)c(=O)c2ccc(C)nc21,2,7,13,4,6,4,-6,4,4
O=C(Nc1ccc(S(=O)(=O)NC2CCCC2)cc1)c1cnccn1,8,0,-5,4,11,5,-14,3,-5
CCn1c(=O)cc(OCC(=O)N(C)c2ccccc2F)c2ccccc21,6,-3,-4,7,16,0,-16,4,5
COc1ccccc1NC(=O)c1ccccc1SC,3,6,2,4,7,4,-16,4,4
Cc1noc(C)c1S(=O)(=O)N1CCC(C(=O)NC2CCCc3ccccc32)CC1 (stereo not given),-5,nt,16,7,10,4,32,nt,-4
Cc1cccc(OCC(O)CN2C(C)(C)CC(O)CC2(C)C)c1 (stereo not given),-7,nt,-4,3,19,0,-21,nt,6
COc1ccc(OC)c2sc(NC(=O)c3ccc(S(=O)(=O)N(C)C)cc3)nc12,11,1,10,11,-1,-1,15,8,2
Cc1cc2nc(-c3ccc(SCC(=O)N4CCOCC4)nc3)[nH]c2cc1C,2,nt,-14,-14,11,-5,11,nt,1
COc1ccc(OC)c(S(=O)(=O)NCCO)c1,9,0,6,8,5,3,-13,3,-6
CC1C(=O)C(C)C(c2ccco2)NC1c1ccco1 (stereo not given),10,0,-3,-1,27,2,-8,4,0
CCc1ccccc1OCCCCN1CCCC1,6,6,-6,9,0,1,12,6,3
Cc1ccc(-c2cc(C(=O)N3CCN(c4ncccn4)CC3)c3ccccc3n2)cc1,3,4,7,5,10,7,26,1,1
COc1ccccc1N(CC(=O)Nc1cc(C)on1)S(=O)(=O)c1cccs1,3,3,3,17,20,2,6,2,0
Cc1cc(C)n(-c2ccc(C(=O)NC3=NCCS3)cc2)n1,10,3,11,6,7,3,51*,3,6
CCNc1oc(COc2ccccc2F)nc1C#N,3,nt,-28,6,8,-9,22,nt,1
CCc1oc2ccccc2c1C(=O)CCN1CCCCC1,2,-9,-3,9,2,3,12,6,2
CCOc1ccc(CCNC(=O)CCN2C(=O)COc3ccccc32)cc1OCC,2,0,1,0,9,2,2,3,-1
CCOC(=O)c1ccc(S(=O)(=O)NC2CCCCCCC2)n1C,-4,-3,10,0,11,-1,-40,-1,-4
N=c1n(CCN2CCOCC2)c2ccccc2n1CC(O)COc1ccccc1 (stereo not given),5,-1,2,4,4,6,8,8,-3
N#Cc1c(NCCO)nc(NCc2ccccc2)c2c1CCN(Cc1ccccc1)C2,5,-5,-11,6,9,-1,-4,1,1
C=CCn1c(NCc2ccc3c(c2)OCO3)nc2ccccc21,1,-5,8,8,-10,2,22,3,6
COc1cc(C)nc(NS(=O)(=O)c2ccc(C)cc2)n1,2,3,12,12,5,4,-8,-6,1
Cc1cccc(N2CCN(C(=O)c3cc4ccccc4oc3=O)CC2)c1C,10,3,0,5,-3,2,6,3,3
CC1(C)C(=O)C2(CCCCC2)C(=O)OC1c1ccc(O)cc1 (stereo not given),-1,3,-6,6,13,1,-14,3,-1
O=C(COC(=O)Cc1ccc(S(=O)(=O)N2CCOCC2)s1)NCc1ccccc1,10,5,8,2,2,0,-11,7,2
CC(C)CCNC(=O)NC(=O)CSc1nnc(-c2ccccc2F)n1N,0,8,21,-3,-13,8,-3,1,8
Cc1nn(-c2ccccc2)c2c1C(c1ccco1)C(C#N)=C(N)O2 (stereo not given),7,2,-2,12,-2,5,-1,4,5
CCO/C(C)=N/n1c2nc3ccccc3nc2c2c(=O)n(CC(C)C)c(C)nc21,6,-13,nt,nt,nt,nt,-3,-4,nt
Cc1[nH]c2ccccc2c1Cc1nnc(SCC(N)=O)o1,-4,-4,?,5,24,6,-15,2,1
CCOC(=O)C1CCCc2c1[nH]c1c(C(=O)O)cccc21 (stereo not given),12,0,-11,2,0,3,-13,4,5
O=C(NCc1ccco1)c1cc2c(s1)CSC2,-1,7,-4,-9,17,-4,-20,-13,-2
c1ccc(-c2nn3c(-c4ccncc4)nnc3s2)nc1,7,-1,1,nt,21,7,-20,8,nt
CCOC(=O)c1sc(NC(=O)c2cccnc2)nc1C,0,-9,2,6,5,3,46,2,0
COc1ccc(CNC(=O)c2ccccc2SC)cc1,6,11,-8,4,7,4,-8,6,-1
CCn1c(SCC(=O)NCc2ccco2)nc2c1c(=O)n(C)c(=O)n2C,-10,-3,-4,0,12,-6,-6,-3,-2
Clc1ccc(-c2nn3c(-c4cccc(Cl)c4)nnc3s2)cc1,8,1,nt,3,nt,nt,-9,4,0
Cc1cccc(NC(=O)CCN2CC(C)OC(C)C2)c1 (stereo not given),8,-4,nt,nt,nt,nt,-4,5,nt
O=C1Nc2ccccc2C12OCCCCO2,-6,0,17,10,-3,5,13,-3,6
COc1ccccc1C(CCN(Cc1cccs1)C(C)=O)c1ccco1 (stereo not given),0,-5,-2,0,21,-4,-3,-2,-1
O=C(c1ccc(Br)o1)N1CCN=C1SCc1cccc(F)c1,-8,-3,-12,10,12,-12,-16,0,5
CC(C)CC(=O)NCC(C)NC(=O)CC(C)C (stereo not given),10,2,1,10,-11,0,-10,8,-1

# The list goes on:
canonical_smiles,PKA inh,JNK3 blocker,CatS inh,Ec RNAP inh,AP ELISA ortho,CatB mix inh,RORa activator,ROCK2 blocker,CatB block
Cc1sc2nc(SCC(=O)NCc3ccco3)n(CCc3ccccc3)c(=O)c2c1C,6,6,9,9,2,6,5,-4,5
Cc1ccc(NCc2nnc(SCC(=O)Nc3ncc(C)s3)n2CC2CCCO2)c(C)c1 (stereo not given),1,-1,-1,7,7,4,-17,2,4
C#CC1CN(Cc2ccccc2)CC(C#C)N1C (stereo not given),4,-2,13,4,6,0,-28,5,7
COc1ccc(OCC(=O)Nc2ccc(NC(=O)c3ccco3)cc2)cc1,5,-4,1,6,3,41,-8,-2,3
COc1ccccc1N1CCN(Cc2nnnn2CCc2ccccc2)CC1,10,-1,8,-12,-8,1,2,6,3
Cc1ccccc1NC(=O)CSc1nc(N)c(C#N)cc1C#N,0,-5,-2,-2,0,-3,-19,-4,-2
CC(C)c1ccccc1NC(=O)c1cnccn1,-5,-2,-1,-7,18,-1,-18,2,1
COc1cc(NC(=O)c2c(-c3ccccc3Cl)noc2C)c2ncccc2c1,11,2,-4,-6,4,-1,-22,5,1
Cc1ccc(NC(=O)c2cc(-c3ccco3)on2)cc1C,6,3,-10,0,15,5,-14,7,-7
CCOc1ccc2[nH]c(=O)c(C(c3nnnn3C3CCCCC3)N3CCN(C)CC3)cc2c1 (stereo not given),4,-1,-4,nt,9,-5,-14,2,1
CSc1ccc(S(=O)(=O)Nc2ccc(F)cc2)cc1,10,2,13,7,-3,0,-11,5,2
O=C1c2ccccc2CCC1C(O)c1ccccn1 (stereo not given),6,nt,13,10,-1,4,-22,nt,6
O=C(CCn1c(=O)oc2ccccc21)Nc1ccccc1,13,7,-9,2,-1,0,-10,4,0
COC(=O)c1cccc(NC(=O)CSc2nc(C)cc(=O)[nH]2)c1,2,nt,-1,5,8,0,0,nt,1
CCN(CC)S(=O)(=O)c1ccc(NC2c3ccccc3C(=O)N2CCN2CCOCC2)cc1 (stereo not given),-10,-11,-6,6,10,2,5,-3,1
COc1ccccc1N1CCN(C(=O)CSc2nnc(NC(=O)c3ccco3)s2)CC1,4,-2,1,4,15,-4,0,2,3
CC(=O)N1CCC2(CC1)CC(=O)c1cc(OCC(=O)NCc3ccco3)ccc1O2,-5,-2,9,-13,6,6,-11,-3,9
COCCNC(=O)c1c[nH]c2ccc(S(=O)(=O)N3CCC4(CC3)OCCO4)cc2c1=O,6,nt,11,2,2,1,-10,nt,3
O=C(NCCCNCc1ccccc1)c1ccncc1,9,-2,6,6,10,2,7,6,2
O=C1C(=O)N(CCO)C(c2cccc(F)c2)/C1=C(\O)c1ccc(Cl)cc1 (stereo not given),0,4,-6,6,20,6,-16,5,2
Cc1cc(=O)[nH]c2c(C)c(N)ccc12,3,-3,-13,-17,9,-10,5,-3,-7
O=C(NC1CCCCC1)C1CCN(c2nnnn2-c2ccccc2)CC1,7,-2,7,6,11,5,4,1,-1
CCOC(=O)c1c(C)[nH]c(C(=O)OC/C(O)=C(\C#N)c2nc3ccccc3[nH]2)c1C,3,-6,16,13,10,6,-10,1,1
Nc1nnc(C2CCCC2)s1,-4,0,14,8,4,2,11,1,3
O=C(Nc1ccccc1C1CC1)c1cccs1,7,-1,-3,6,3,-6,1,3,0
CCC1CCCCN1CCCNC(=O)CNC(=O)Cn1ccc2ccccc2c1=O (stereo not given),6,nt,10,4,1,3,-12,nt,-2
COc1ccc(-c2nnc3ccc(SCC(=O)N4CCN(c5ccccc5)CC4)nn23)cc1OC,-1,1,-3,1,11,0,-11,1,4
COc1cccc(C2CC(c3ccccc3OC)n3nc(N)nc3N2)c1 (stereo not given),5,7,4,0,13,3,-12,2,0
Cc1ccc2c(c1)CCCN2C(=O)c1ccncc1,10,-3,9,7,-1,-2,-27,8,1
CCC(=O)Nc1ccc(-c2nnc(-c3ccccc3)o2)cc1,-1,-1,5,16,13,0,12,1,0
O=C(CN1C(=O)NC2(CCc3ccccc32)C1=O)c1ccc2c(c1)OCCO2 (stereo not given),-2,-6,13,13,5,4,-20,-2,7
CCC(C)NC(=O)C1CCN(S(=O)(=O)N2CCCC2)CC1 (stereo not given),4,-5,-4,6,17,2,-15,0,3
OCCNc1nc(OCC(F)(F)F)nc(N2CCN(C34CC5CC(CC(C5)C3)C4)CC2)n1,6,-2,-5,2,9,1,-21,0,2
Cc1cc(C)nc(NS(=O)(=O)c2ccc(NC(=O)CCCN3C(=O)c4ccccc4C3=O)cc2)n1,11,-2,2,3,4,1,1,8,4
